PI5P4Ka inh = PI5P4K alpha (human) kinase inhibition. PI5P4Kalpha enzyme, ADP-Glo luminescence, 60 min; stronger effect = lower value. max response, %. P48426. AID 652105. 330,000 compounds, 1.2% hits; active means max response of -50% or lower; inconclusive means between -30% and -50%; inactive means -30% or higher; further: value at the top dose of about 77 µM; on the % scale 0 is the no-effect control and ±100 the full control effect
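Enzyme plus substrate dispensed, test compounds pinned in, then ATP (5 microM final) added. After 60 min at RT, ADP-Glo reagent 1 for 45 min and reagent 2 for 30 min preceded luminescence imaging.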
WRN helicase inh = inhibitors of human WRN helicase | WRN helicase unwinding, fluorescent forked duplex, kinetic | Potency, µM (doses to about 114 µM), for the others: top-dose activity change, negative = inhibition, actives largely listed as inhibitors | AID 651768 | Q14191 | 360,000 compounds, 0.46% hits; further: potency means the concentration at half of the fitted maximal effect; on the % scale 0 is the no-effect control and ±100 the full control effect; nearly all actives have a fitted effect of over 55% in size
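Kinetic red-fluorescence monitoring (525/598 nm) tracks WRN helicase activity after 100 nM fluorophore-quencher forked duplex and 2 mM ATP are added to 20 nM enzyme pretreated 15 min at room temperature with compound.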
PLK1 PBD block = blocks phosphopeptide binding to human PLK1 polo-box domain; Potency, µM, without a hit: max response, negative = inhibition, actives largely listed as inhibitors; 360,000 compounds, 2.8% hits; Plk1 PBD binding of FITC phosphopeptide, fluorescence polarization; further: potency means the concentration at half of the fitted maximal effect; series mostly up to about 57 µM; on the % scale 0 is the no-effect control and ±100 the full control effect; nearly all actives have a fitted effect of over 65% in size
EPAC1 antagonist = blocks human EPAC1 exchange factor; 360,000 compounds, 0.14% hits; O95398; EPAC1 GEF assay, Rap1b-BODIPY-GDP exchange fluorescence; Potency, µM (titrated, usually from 115 µM), inactives show top-dose activity change, negative = inhibition, hits mostly inhibitors;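 further: potency means the concentration at half of the fitted maximal effect; plate controls were vehicle for no effect and positive control for full effect; nearly all actives have a fitted effect of over 50% in size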
Target sequence (O95398 whole entry, looked up): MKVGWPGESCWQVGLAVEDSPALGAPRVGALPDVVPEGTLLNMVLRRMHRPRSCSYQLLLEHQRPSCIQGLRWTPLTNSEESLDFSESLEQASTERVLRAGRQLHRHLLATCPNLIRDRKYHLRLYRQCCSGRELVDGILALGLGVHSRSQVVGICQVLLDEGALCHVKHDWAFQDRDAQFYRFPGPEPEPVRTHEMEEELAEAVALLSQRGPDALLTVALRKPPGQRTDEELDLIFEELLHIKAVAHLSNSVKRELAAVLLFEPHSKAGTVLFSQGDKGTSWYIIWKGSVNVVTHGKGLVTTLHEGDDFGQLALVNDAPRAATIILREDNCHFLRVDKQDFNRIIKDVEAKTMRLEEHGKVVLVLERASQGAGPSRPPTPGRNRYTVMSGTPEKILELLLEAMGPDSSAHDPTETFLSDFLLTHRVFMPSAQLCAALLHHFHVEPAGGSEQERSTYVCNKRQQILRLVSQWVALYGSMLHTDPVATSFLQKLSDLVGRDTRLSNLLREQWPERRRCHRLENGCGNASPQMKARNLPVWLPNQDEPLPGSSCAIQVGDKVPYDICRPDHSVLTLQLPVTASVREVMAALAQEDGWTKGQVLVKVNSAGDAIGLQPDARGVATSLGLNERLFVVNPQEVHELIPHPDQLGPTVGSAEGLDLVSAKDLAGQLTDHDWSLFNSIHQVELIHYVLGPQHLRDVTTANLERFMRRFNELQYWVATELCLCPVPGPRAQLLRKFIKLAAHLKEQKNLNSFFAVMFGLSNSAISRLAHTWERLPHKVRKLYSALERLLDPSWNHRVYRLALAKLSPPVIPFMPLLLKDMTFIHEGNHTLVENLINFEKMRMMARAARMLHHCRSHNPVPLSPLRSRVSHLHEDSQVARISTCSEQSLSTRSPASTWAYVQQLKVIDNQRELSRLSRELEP
EPAC1 ag = activates human EPAC1 exchange factor | AID 720707 | 360,000 compounds, 0.073% hits | Potency, µM (titrated, usually from 154 µM), for the others: top-dose activation, actives largely listed as activators | EPAC1 agonist qHTS, biochemical assay; response scale: 100% = response to 6.5 mM cAMP; further: potency means the concentration at half of the fitted maximal effect; nearly all actives have a fitted effect of over 60% in size
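Fluorescent GDP-exchange assay: 100 nM EPAC1 with 250 nM Rap1B preloaded with BODIPY-GDP and 50 uM GDP; compounds tested as concentration series, 5 min at room temperature, then read every 5 min for 30 min (ex 480/em 540 nm); normalized to 6.5 mM cAMP.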
Mm-Cpn inhibitor = inhibitors of Methanococcus maripaludis chaperonin (MmCpn); purified Mm-Cpn ATPase, ADP Transcreener TR-FRET; Potency, µM (doses to about 76.9 µM), without a hit: at the highest dose activity, negative = inhibition, usual class: inhibitors; 330,000 compounds, 0.031% hits; AID 504842; further: potency means the concentration at half of the fitted maximal effect; on the % scale 0 is the no-effect control and ±100 the full control effect; nearly all actives have a fitted effect of over 80% in size
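25 nM Mm-CPN + cpd, 10 min 37°C; + 10 uM ATP, 30 min 37°C; buffer 30 mM Tris pH 7.4, 100 mM KCl, 5 mM MgCl2, 1 mM DTT; Transcreener ADP HTRF detection 30 min RT.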
EPAC2 antagonist = EPAC2 (human) antagonism; Q8WZA2; EPAC2 GEF exchange of Rap1B-BODIPY-GDP, fluorescence; Potency, µM (titrated, usually from 114 µM), for inactives: top-dose activity, negative = inhibition, actives largely listed as inhibitors; 360,000 compounds, 0.18% hits; AID 720708; further: potency means the concentration at half of the fitted maximal effect; on the % scale 0 is the no-effect control and ±100 the full control effect; nearly all actives have a fitted effect of over 45% in size; many of its hits are not listed in these tables
CCT chaperon mod = changes cytosolic chaperonin activity | activity change, % (concentration not given with the values), hits read low | purified chaperonin ATPase assay, HTRF ADP detection, 30 min | 360,000 compounds, 0.3% hits | AID 651819; in the data active means activity change below about -30%; further: on the % scale 0 is the no-effect control and ±100 the full control effect
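Enzyme 40 or 20 nM (batch-dependent) in Tris pH 7.4/KCl/MgCl2/DTT; cpd 76 uM single point; ATP 10 uM; 30 min 37 °C; Transcreener ADP HTRF detection, 30 min RT; ratio 665/615.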
* = called active by the depositor; u = inconclusive; x = no result given; [ ] = remark or other dose. Unless noted, the call rests on the fitted dose curve; in most records, active means well fitted curve in the direction sought with a large enough effect; inconclusive means small, poorly fitted or top-dose-only effect, or another doubt; inactive means no such curve, though single readings can be large; an effect the other way counts as inactive or inconclusive. Not all compounds are listed, so the mix of outcomes need not match the whole.

| cpd | mol | PI5P4Ka inh | WRN helicase inh | PLK1 PBD block | EPAC1 antagonist | EPAC1 ag | Mm-Cpn inhibitor | EPAC2 antagonist | CCT chaperon mod |
| --- | --- | --- | --- | --- | --- | --- | --- | --- | --- |
| 1 | CCCN1Cc2cccc(C(=O)N3CCN(c4ccccc4)CC3)c2C1=O | 4 | 9% | -9% | 10% | 3% | -1% | 9% | -1.9 |
| 2 | S=C(NCCN1CCOCC1)Nc1cccc(Cl)c1 | 3 | 3% | -9% | -7% | -4% | 0% | 11% | -0.1 |
| 3 | O=S1(=O)N(Cc2ccccc2F)CCCN1Cc1c(F)cccc1Cl | 10 | -11% | 0% | -24% | 15% | 0% | -11% | -0.2 |
| 4 | COC(=O)c1cccc2c(C(=O)O)cc(-c3ccccc3)nc12 | -3 | 3% | 1% | 12% | -5% | x | 13% | -3.2 |
| 5 | CCOC(=O)N1CCC(N2Cc3cccc(C(=O)Nc4ccc(CC)cc4)c3C2=O)CC1 | 13 | -13% | -3% | -23% | 7% | 1% | -7% | -1.4 |
| 6 | COc1ccc(CNC(=O)COC(=O)c2ccc(F)c(S(=O)(=O)N3CCOCC3)c2)cc1 | 1 | 3% | 0% | -3% | -3% | -2% | 11% | 1.3 |
| 7 | Cc1ccc(-c2nc(-c3ccccn3)sc2CC(=O)O)cc1 | u | -10% | -5% | 6% | 14% | -1% | -3% | 0.4 |
| 8 | O=C(CSC1=N/C(=C/c2ccc(Cl)c(Cl)c2)C(=O)N1c1ccccc1F)NC1CC1 | 11 | -33% | -8% | -10% | 7% | 0% | 1% | -0.7 |
| 9 | C(=N\n1cnnc1)/c1cccnc1 | -4 | 22%[57.1 µM] | -10% | 1% | 0% | -1% | 1% | -1.9 |
| 10 | O=C1c2ccccc2C(Nc2ccc(S(=O)(=O)N3CCOCC3)cc2)N1c1ccccn1 (configuration not stated) | 3 | -3% | -24% | 10% | 10% | -5% | -2% | -2.2 |
| 11 | CCOC(=O)c1csc(COc2ccc(OC)cc2)n1 | 1 | -11% | -10% | 11% | 4% | -1% | -7% | 1.5 |
| 12 | COc1cc2sc(-c3ccc(S(C)(=O)=O)cc3)c(C#CCO)c2cc1OC | -1 | -17% | -13% | -8% | 2% | -7% | -10% | -0.5 |
| 13 | Cc1c(C(=O)C(C)C)n(C)c2ccccc12 | 2 | -8% | -5% | -19% | 1% | 1% | -8% | -4.1 |
| 14 | Cc1cccc(Nc2nnc(SC3CCOC3=O)s2)c1C (configuration not stated) | 2 | 1% | -3% | 11% | -4% | 1% | 8% | 0.7 |
| 15 | CCN1C(=O)[C@H]2[C@@H](c3ccc(C)cc3)N[C@]3(CCCN(Cc4ccco4)C3=O)[C@H]2C1=O | 2 | 0% | -8% | -14% | 19% | x | 2% | -2.3 |
| 16 | COc1ccccc1CCn1cnc2c3cc(C)ccc3n(C)c2c1=O | 6 | -8% | -5% | 0% | -13% | -1%[15.4 µM] | -1% | -0.8 |
| 17 | COCCCNC(=O)C[C@@H]1C[C@@]2(C(=O)OC)CC(C)(C)CC=C2N(Cc2ccc3c(c2)OCO3)C1=O | 0 | -4% | 2% | 8% | -1% | x | 6% | x |
| 18 | COc1ccc2nc(SCC(=O)Nc3ccc4sc(C)nc4c3)c(C#N)cc2c1 | 1 | 7% | 0% | 22% | -4% | u | 1%[57.1 µM] | -0.8 |
| 19 | COc1ccc(Nc2nnc(-c3ccc(O)cc3)c3ccccc23)cc1 | -2 | -19% | -13% | u | -3% | -2% | -8% | 1.5 |
| 20 | Cc1ccc(NC(=O)NCc2cccnc2)cc1C | -3 | -3% | -2% | 1% | 9% | 0% | -6% | -0.5 |
| 21 | COc1ccc(C)cc1S(=O)(=O)NC1CCCC1 | -8 | -3% | -3% | -6% | 1% | 1% | -1% | -1.3 |
| 22 | COc1ccc(NC(=S)N2CCC(NC(=O)c3ccco3)CC2)cc1 | 4 | -2% | -11% | -4% | 4% | 1% | 0% | 0.3 |
| 23 | COc1ccccc1CNC(=O)C(=O)NCCC1CCCCN1S(=O)(=O)c1ccc(C)cc1 (configuration not stated) | 6 | -15% | -9% | 7% | 4% | -1% | 18% | 1.2 |
| 24 | Cc1c(NC(=O)c2cnn3c2NC(c2ccccc2)CC3C(F)(F)F)c(=O)n(-c2ccccc2)n1C (configuration not stated) | x | -17% | -5% | 1% | 5% | -2% | -8% | -1.1 |
| 25 | Cc1cc(C(C)(C)C)oc1C(=O)N1CCN(C(=O)c2oc(C(C)(C)C)cc2C)CC1 | 5 | 4% | -1% | -28% | -3% | 0% | -17% | -1.1 |
| 26 | C[C@@H](NC(=O)CN1C(=O)c2ccccc2S1(=O)=O)c1ccccc1 | -2 | -3% | 2% | -6% | 8% | 1% | 2% | -0.6 |
| 27 | Cc1ccc(C(=O)OCC(=O)c2ccc(S(=O)(=O)N3CCCCC3)cc2)o1 | u | -34% | -11% | -16% | 15% | -10% | 3% | 0.3 |
| 28 | COc1cccc(-c2cc3nc(NCc4ccccc4OC)n(C)c(=O)c3s2)c1 | 21 | -5% | 3% | 3% | 3% | x | -2% | -0.3 |
| 29 | Cc1cc(O)c(-c2cc(C(=O)NCCc3ccc(S(N)(=O)=O)cc3)[nH]n2)cc1C | 0 | -12% | -1% | -25% | 2% | 1% | 2% | 0.7 |
| 30 | COC(=O)C1CCN(C(=O)c2ccc3oc(Cc4ccc(Cl)cc4)nc3c2)CC1 | -7 | 4% | -19% | -3% | 6% | -2% | 1% | -0.6 |
| 31 | COc1ccc(C(=O)O)cc1S(=O)(=O)N(C)C | -1 | 6% | -13% | 11% | 8% | 2% | 2% | 1.2 |
| 32 | COc1cccc(CNC(=O)C2CCN(S(=O)(=O)c3cccs3)CC2)c1 | x | -5%[11.6 µM] | -8% | 5% | 7% | -1% | -1% | -0.9 |
| 33 | CCCc1nc2c(sc3nc4c(cc32)COC(C)(C)C4)c(=O)o1 | -6 | -6% | -10% | -10% | -5% | 0% | 4% | -0.2 |
| 34 | COc1ccc(S(=O)(=O)NCC(c2ccc(C)cc2)N2CCN(C)CC2)cc1 (configuration not stated) | 13 | -6% | -16% | 8% | 11% | -1% | -4% | -1.1 |
| 35 | CCCCC(=O)/C=C/n1c(=S)oc2ccccc21 | 14 | -12% | u | 6% | -10% | -1% | 0% | -3.5 |
| 36 | COc1ccc2c(c1)Cc1sc(NC(=O)c3cccs3)nc1-2 | u | 0% | -13% | 1% | -2% | -2% | 2% | -3.2 |
| 37 | COCCN(C(=O)CCC(=O)Nc1cc(C)on1)C(C(=O)NC(C)(C)C)c1ccc(OC)cc1 (configuration not stated) | 4 | 4% | -12% | 4% | -10% | -1% | 7% | 1.3 |
| 38 | Cc1cccc(-c2nc(CS(=O)CC(=O)NCCc3ccccc3)c(C)o2)c1 (configuration not stated) | -1 | 2% | u | -22% | 1% | 0% | -6% | 0.3 |
| 39 | O=C(COC(=O)[C@H](Cc1ccccc1)NC(=O)c1cccs1)Nc1cc(F)ccc1F | 10 | 2% | 1% | 6% | 11% | -1% | -16% | 1.7 |
| 40 | CC(=O)NC12CC3CC(C1)CC(C(=O)N1CCN(C(=O)c4ccco4)CC1)(C3)C2 | 1 | 10% | 0% | 21% | -1% | 0% | 12% | 0.9 |
| 41 | COc1cc(S(=O)(=O)N2CCCCC2)ccc1NC(=O)c1ccncc1 | -3 | -15% | 0% | 0% | 3% | 2% | -6% | 0.6 |
| 42 | COc1ccc(N=C2S/C(=C\c3ccc(C)s3)C(=O)N2CC(C)C)cc1 | 8 | -6% | -1% | -1% | -2% | -2% | 1% | -0.7 |
| 43 | NS(=O)(=O)c1ccc(NC(=O)COC(=O)CSCc2ccc(F)cc2)cc1 | -7 | 3% | 0% | -4% | -3% | 1% | 4% | -4.8 |
| 44 | Cc1cc(C(F)F)n2ncc(C(=O)N3CCc4ccccc4C3)c2n1 | 3 | -2% | -9% | 2% | 19% | 0% | -3% | -2.5 |
| 45 | O=C(COc1ccc(F)c(Cl)c1)Nc1ccc(N2CCOCC2)cc1 | 7 | 6% | 1% | -7% | -4% | 0% | -9% | 0.2 |
| 46 | CC(=O)NS(=O)(=O)c1ccc(NC(=O)c2ccc3c(c2)C(=O)N(CCC(C)C)C3=O)cc1 | -8 | -12% | -3% | -10% | 3% | 2% | -8% | -0.3 |
| 47 | CCOC(=O)C1=NN(c2ccc(C)cc2)CC1C(=O)OC (configuration not stated) | 2 | -4% | -8% | -4% | 2% | -1% | 8% | 2.5 |
| 48 | CC(=O)OC(C(=O)Nc1ccccc1)C(C)S(=O)(=O)c1ccccc1 (configuration not stated) | 8 | 0% | -1% | 4% | -3% | 1% | 9% | 2.3 |
| 49 | Cc1ccc(NC(=O)COC(=O)CCOc2ccccc2C)cc1 | 2 | -6% | 0% | -5% | 2% | -6% | -16% | -3.0 |
| 50 | COc1cc(/C=C(\C#N)c2[nH]nc(N)c2C#N)cc(OC)c1O | -64* | u | 23% | -1% | -1% | -1% | 10% | 0.0 |
| 51 | O=C(NCC(=O)N1CCCC(C(F)(F)F)C1)c1ccco1 (configuration not stated) | 0 | -4% | -7% | -26% | -6% | -1% | -2% | 0.9 |
| 52 | O=C(CN1CCOCC1)Nc1ccc(Cl)cn1 | 3 | 6% | -1% | -1% | 10% | 2% | -4% | 2.1 |
| 53 | O=C(COc1ccccc1Cl)NCCCNC(=O)c1ccco1 | 0 | 23% | -4% | 21% | -1% | 1% | 7% | 1.5 |
| 54 | CCN1CCN(C(=O)C2=CC(c3ccc(OC)cc3)=NS(=O)(=O)N2C)CC1 | 1 | -4% | -3% | -1% | -2% | 1% | -12% | -5.2 |
| 55 | COc1ccc(-c2oc(/N=C/N3CCCC3)c(C#N)c2-c2ccc(OC)cc2)cc1 | -3 | 7% | -8% | -2% | 10% | 1% | -1% | -3.4 |
| 56 | Cc1ccc(-n2ncc3c2CCCC3NC(=O)CCCN2CCCCC2=O)cc1C (configuration not stated) | 6 | -27% | -3% | -10% | -3% | -3% | -2% | -2.4 |
| 57 | Cc1ccc(S(=O)(=O)N[C@H](C(=O)OCn2nnc3ccccc3c2=O)C(C)C)cc1 | 7 | 0% | -3% | -14% | -4% | -1% | 8% | -5.5 |
| 58 | COC(=O)c1ccc(OCC2c3cc(OC)c(OC)cc3CCN2C(=O)c2ccco2)cc1 (configuration not stated) | x | -2% | -8% | -4% | 19% | 1% | -12% | -1.2 |
| 59 | O=C(CC1CCCCC1)Nc1ncn[nH]1 | -4 | 3% | -5% | -18% | 1% | 0% | 0% | 1.6 |
| 60 | Cc1ccc(OCc2nnc(SCC(=O)c3ccccc3)n2-c2ccccc2)cc1 | x | -23% | -5% | -1% | 3% | -1% | -8% | -56* |

Source: PubChem (National Center for Advancing Translational Sciences (NCATS))
